# H37Rv inhibition: M. tuberculosis growth inhibition, HTS (AID 449762); actives 0.59% (n = 330,000); M. tuberculosis H37Rv growth inhibition, 7H9 media; higher % means a stronger effect; inhibition, % at 25 µM, or IC50 in µM where a hit was titrated; in the data active means a potency from the dose series; inconclusive means inhibition above about 70% without an active follow-up result;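 further: bacterial growth assessed after seven days of incubation; strong numbers were not always called active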
# influenza NS1A: NS1A inhibition, H1N1 influenza, cell based functional assay (AID 504329). one-dose inhibition, % at 12.5 µM; IC50 in µM for titrated hits. NS1A functional cell-based assay, percent inhibition; higher % means a stronger effect. actives 0.3% (n = 340,000); in the data active means a potency from the dose series; inconclusive means inhibition above about 27% without an active follow-up result; further: strong numbers were not always called active
# VEEV TC-83 Vero: inhibitors of VEEV TC-83 cytopathic effect, confirmation, Vero cells (AID 588727); Vero cells, VEEV TC-83 cytopathic effect inhibition; higher % means a stronger effect; inhibition, % at 20 µM, or IC50 in µM where a hit was titrated; actives 0.13% (n = 350,000); in the data active means a potency from the dose series; inconclusive means inhibition mostly from about 14% at the one dose, without a potency; inactive means the rest, 99 in 100 with inhibition below about 12%; further: strong numbers were not always called active
# M. tuberculosis: growth inhibition of non-replicating M. tuberculosis (AID 488890). Mycobacterium tuberculosis non-replicating, growth inhibition; higher % means a stronger effect. inhibition, % at 25 µM, or IC50 in µM where a hit was titrated. actives 0.39% (n = 320,000); in the data active means a potency from the dose series; inconclusive means inhibition mostly from about 82% at the one dose, without a potency; inactive means the rest, 99 in 100 with inhibition below about 76%;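 further: plate controls were DMSO cells for no effect and high antibiotic wells for full effect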
# PhoP GFP inhibition: PhoP regulon inhibitors, Salmonella typhi PhoP promoter GFP reporter, confirmatory (AID 1850); Salmonella Typhi PhoP-promoter GFP reporter, fluorescence, 4 h; higher % means a stronger effect; inhibition, % at 50 µM; hits with a dose series show IC50 in µM; actives 0.33% (n = 310,000); in the data active means a potency from the dose series; inconclusive means inhibition mostly from about 25% at the one dose, without a potency; inactive means the rest, 99 in 100 with inhibition below about 19%;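 further: 0% = induced wells with vehicle and 100% = uninduced wells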
# VEEV TC-83 Vero 10K pilot screen: also measured in VEEV TC-83 Vero; calls as there; inhibition, %; measured here: 10K pilot screen inhibition
# * = called active by the depositor; i = inactive; ? = inconclusive; nt = no result given. Outcome played no part in choosing rows, and some 1.4% of all compounds hit somewhere here.
SMILES,H37Rv inhibition,influenza NS1A,VEEV TC-83 Vero,M. tuberculosis,PhoP GFP inhibition,others
CCC(C)(C)C1CCC2(CC1)NC(=O)N(CC(=O)N(C)CCOc1ccc(Cl)cc1)C2=O (configuration not stated),nt,-11%,1.4%,nt,nt,
O=C1NN(c2ccccc2)C(=O)/C1=C/c1coc2ccccc2c1=O,10%,-4%,0.8%,11%,-4%,
O=C1CSC(=S)N1N=Cc1c(O)ccc2ccccc12,nt,24%,1.3%,nt,nt,
CC(=O)C1=C(c2ccccc2)NC(=O)NC1c1ccc(O)c(Cl)c1 (configuration not stated),-7%,-1%,0.7%,-5%,-3%,
CCc1nnc(NC2=NCCC2)s1,-4%,7%,3.4%,1%,12%,VEEV TC-83 Vero 10K pilot screen=0.7
CCOC(=O)C(C(=O)Nc1ccc(C)cc1)C1CCCCC1 (configuration not stated),-1%,-35%,9.9%,-8%,-2%,
CCC1(CC)C(=O)N(C)C(=O)NC1=NCc1ccccc1,-4%,-4%,1.6%,-1%,4%,
CC(C)(C)OC(=O)N(CCc1ccccc1)Cc1ccc(OCc2cccc(NC(=O)C3CCC3)c2)cc1,nt,-13%,3.3%,nt,nt,
Cc1c(C(=O)N/N=C/c2ccccc2)sc(=S)n1C,-8%,-11%,0.6%,4%,-4%,
S=C(NCc1ccco1)N1CCN(c2ccccn2)CC1,3%,-1%,0.9%,19%,0%,
COc1ccc2c(c1)CN(C)S(=O)(=O)c1ccccc1-2,nt,-5%,1.6%,nt,nt,
Cc1cc(Cl)ccc1N(CC(=O)NCc1ccc2c(c1)OCO2)S(C)(=O)=O,-10%,nt,1.2%,7%,4%,
COC(=O)c1sc(NC(=O)COc2c(C)cccc2C)nc1C,3%,8%,i,22%,5%,
CC(=O)c1cnc2cc(-c3cccc(Br)c3)nn2c1C,2%,11%,1.9%,-3%,-3%,
CCc1ccc(NC(=O)CCc2nnc3ccc(N4CCC5(CC4)OCCO5)nn23)cc1,0%,5%,3.0%,7%,6%,

# Grouped by structure, the entries above with a Cl atom (3)
SMILES,H37Rv inhibition,influenza NS1A,VEEV TC-83 Vero,M. tuberculosis,PhoP GFP inhibition,others
CCC(C)(C)C1CCC2(CC1)NC(=O)N(CC(=O)N(C)CCOc1ccc(Cl)cc1)C2=O (configuration not stated),nt,-11%,1.4%,nt,nt,
CC(=O)C1=C(c2ccccc2)NC(=O)NC1c1ccc(O)c(Cl)c1 (configuration not stated),-7%,-1%,0.7%,-5%,-3%,
Cc1cc(Cl)ccc1N(CC(=O)NCc1ccc2c(c1)OCO2)S(C)(=O)=O,-10%,nt,1.2%,7%,4%,

# The listing picks up with the 4 entries that preceded the break.
SMILES,H37Rv inhibition,influenza NS1A,VEEV TC-83 Vero,M. tuberculosis,PhoP GFP inhibition,others
Cc1cc(Cl)ccc1N(CC(=O)NCc1ccc2c(c1)OCO2)S(C)(=O)=O,-10%,nt,1.2%,7%,4%,
COC(=O)c1sc(NC(=O)COc2c(C)cccc2C)nc1C,3%,8%,i,22%,5%,
CC(=O)c1cnc2cc(-c3cccc(Br)c3)nn2c1C,2%,11%,1.9%,-3%,-3%,
CCc1ccc(NC(=O)CCc2nnc3ccc(N4CCC5(CC4)OCCO5)nn23)cc1,0%,5%,3.0%,7%,6%,
OCCC1CN(Cc2ccncc2)CCN1C1CCCC1 (configuration not stated),1%,-8%,0.2%,11%,-1%,
CC(C)(C)c1ccc(-c2nc(NCc3cccnc3)c3ccccc3n2)cc1,?,-3%,4.0%,30%,12%,
Cn1nc([N+](=O)[O-])nc1Oc1ccc(C(C)(C)C)cc1,?,-5%,0.1%,70%,-2%,
Cc1cccn2c(=O)c(C=NCCO)c(NCc3ccco3)nc12,37%,16%,5.0%,56%,4%,
COc1cc(/C=N/N2CCN(c3ccccc3)CC2)cc(OC)c1OC(C)=O,-1%,6%,1.9%,-1%,-3%,
CCCn1c(=O)[nH]c(=O)c2c1nc(-c1ccc(OC(F)F)c(OC)c1)n2CCOC,-5%,-1%,6.6%,19%,3%,
FC(F)(F)c1cnc(COc2cc(Cl)cc(Cl)c2)c(Cl)c1,3%,-2%,3.4%,-3%,7%,
Cc1ccccc1C(=O)c1cccn1CC(=O)O,5%,3%,1.1%,14%,2%,
CCCCC(=O)Nc1cc(C)c(NC(=O)c2ccco2)cn1,6%,1%,i,-6%,-9%,
COc1ccc(/C=C/C(=O)OC2CCCN(C)C2)cc1 (configuration not stated),13%,-15%,0.4%,-4%,-2%,
COCCNC(=O)Cn1cc(C(=S)N2CCOCC2)c2ccccc21,-9%,-8%,1.3%,-12%,5%,
Cc1ccc2c(c1)nnn2C1CCN(CC(=O)Nc2ccccc2N2CCOCC2)CC1,?,0%,6.3%,42%,-1%,
CC(C)CNC(=O)CSc1ccc(Cl)cc1,4%,0%,4.4%,75%,2%,
CCOc1ccc2[nH]c(C(=O)N/N=C/c3cc(OC)c(OC)c(OC)c3)cc2c1,-14%,-3%,7.2%,-3%,7%,
Cc1ccc(NCc2nnc(SCC(=O)NCc3ccco3)n2CC2CCCO2)cc1Cl (configuration not stated),36%,4%,6.5%,78%,-7%,
CCOc1cc(Br)c(C(=O)O)cc1OC,4%,-1%,1.8%,12%,5%,
CCCN1CCC(NC(=O)C2CC=CCC2C(=O)O)CC1 (configuration not stated),1%,-12%,0.1%,8%,-8%,
Cc1cccc(NC(=O)c2cc3n(n2)C(C(F)(F)F)CC(C2CC2)N3)c1C (configuration not stated),0%,-3%,4.9%,5%,-8%,
COC(=O)Cn1c(=NC(=O)c2cc(OC)cc(OC)c2)sc2cc(OC)ccc21,-6%,-9%,3.6%,-15%,-1%,
O=C(CSc1nncn1-c1ccccc1F)NC1CCCCC1,3%,-16%,2.6%,8%,nt,
CCOc1ccc(N(CC(=O)Nc2ccc(OC)cc2)S(=O)(=O)c2c(C)noc2C)cc1,-7%,5%,0.5%,nt,-10%,
COC(=O)c1sccc1NC(=S)N1C(C)CCCC1C (configuration not stated),-1%,7%,0.9%,70%,4%,
O=C(CSc1nnc(CNC(=O)c2cccs2)o1)NCCc1ccccc1,26%,-1%,0.7%,?,1%,
CC(=O)c1ccc2noc(-c3ccc(F)cc3)c2c1,0%,3%,1.0%,13%,-10%,
C=CCn1c2ccccc2c(=O)c2cc(C#Cc3ccccn3)ccc21,33%,-31%,10%,33%,nt,
CN1c2ccccc2C(C)(C)C12CC(c1cccc(S(=O)(=O)N3CCCC3)c1)=NO2 (configuration not stated),-2%,-9%,?,-9%,4%,
N#CC[C@H](Cc1ccccc1)N1CCN(Cc2ccccc2)CCC1=O,-4%,-4%,0.8%,-13%,-2%,
COC(=O)C1C2c3ccccc3C(c3ccccc32)C1(C)C(=O)OC (configuration not stated),nt,2%,0.3%,nt,nt,
CC(=O)c1ccccc1NC(=O)CCN1C(=O)C2CCCCC2C1=O (configuration not stated),-4%,2%,i,-9%,nt,
COc1cccc(CSc2nnc(CSc3nc4nc(C)cc(C)n4n3)s2)c1,9%,4%,i,37%,2%,
COc1cc2cc(C(=O)N(C)Cc3ccccc3)[nH]c2cc1OC,7%,-6%,1.9%,8%,13%,
Cc1ccc(C)c(N/C(N)=N/c2nc(C)cc(C)n2)c1,5.9µM*,20%,0.2%,54%,141µM*,
COc1cc(C(C[N+](=O)[O-])c2c(C)[nH]c3ccccc23)ccc1O (configuration not stated),0%,12%,2.1%,9%,-3%,
CN(c1ccc(C(=O)N2CCCCC2)cc1)S(=O)(=O)c1ccccc1,-5%,1%,i,-3%,-10%,
Cc1cc(C)c(C#N)c(N2CCN(C(=O)C3COc4ccccc4O3)CC2)n1 (configuration not stated),-1%,-3%,8.7%,5%,nt,
O=S(=O)(c1cccc(C(F)(F)F)c1)N1CCC(c2nc3ccccc3[nH]2)CC1,-4%,2%,0.4%,-7%,1%,
CN(C(=O)CCc1ccccc1)c1nnc(-c2ccncc2)s1,-9%,5%,0.6%,17%,0%,
Cc1c(Cl)cnc(NC(=O)COC(=O)C(NC(=O)c2ccco2)C(C)C)c1Cl (configuration not stated),-7%,15%,2.5%,-4%,11%,
CC(C)COC(=O)C(C)Nc1n[nH]c(=S)[nH]c1=O (configuration not stated),6%,-14%,i,11%,-3%,
CCOC(=O)C1(CCc2ccccc2)CCN(C(=O)CN2CCOC2=O)CC1,2%,-5%,i,14%,-1%,
COC(=O)N/N=C\c1c(C)[nH]n(-c2ccccc2)c1=O,2%,0%,0.6%,11%,0%,
O=C(O)c1ccc(N2C(=O)CC(SC(=NCc3ccc4c(c3)OCO4)Nc3ccccc3)C2=O)cc1 (configuration not stated),-4%,-16%,0.6%,30%,7%,
CCc1nnc(NC(=O)CSc2nnc(CNc3ccc(Cl)cc3)o2)s1,-7%,0%,5.6%,5%,20%,
Cc1cccc(NC(=O)c2cccc(NC3=NC4CS(=O)(=O)CC4S3)c2)c1 (configuration not stated),-2%,26%,i,-6%,2%,VEEV TC-83 Vero 10K pilot screen=3.2
C[C@@H](CSc1ccc(Br)cc1)CN1CC[C@H](C(C)(C)C)CCC1=O,2%,-1%,2.3%,41%,nt,
CN(C)C(=O)CSc1cccc2cccnc12,5%,0%,?,-1%,1%,
CCC(CC)C(=O)N=C1SC2CS(=O)(=O)CC2N1CCc1ccc(OC)c(OC)c1 (configuration not stated),-6%,-25%,0.2%,nt,4%,
CCN1C(=O)c2cccc3c(NC(=O)c4ccccc4)ccc1c23,4%,-12%,10%,7%,-28%,
Cc1cc(SCNC(=O)c2ccccc2)ncn1,-5%,0%,0.3%,34%,-8%,
COc1ccc(NC(=O)CN2CCN(c3c(C)cc(C)cc3C)CC2)cc1,62%,-2%,i,53%,-5%,
C[C@H](CO)N1C[C@H](C)[C@@H](CN(C)C(=O)NC2CCCCC2)Oc2ccc(NC(=O)CCC(F)(F)F)cc2C1=O,-4%,11%,0.9%,18%,nt,
COc1ccccc1NC(=O)/C(=N/OCc1ccc(F)cc1)C(C)=O,17%,-6%,2.0%,7%,1%,
COc1ccc(N(CC(=O)NC2CCCC2)C(=O)Cn2nnc(-c3ccc(C)o3)n2)cc1,nt,5%,1.1%,nt,nt,
CN(C)C(=O)c1cnc(Sc2ncc(C(F)(F)F)cc2Cl)n1C,-6%,-15%,i,8%,0%,
O=C(COC(=O)c1ccc2c(c1)OCCO2)NCc1ccccc1Cl,0%,-8%,0.5%,4%,nt,
CCCn1c(SCC(=O)N(C)CC(=O)Nc2ccc(Cl)cc2)n[nH]c1=O,-3%,-3%,i,12%,nt,
CNC(=O)CSc1nnc(-c2ccco2)n1-c1cccc(C)c1C,-9%,-3%,0.5%,-4%,-4%,
Cc1ccc2cccc(Oc3cnccn3)c2n1,-1%,-5%,1.0%,-6%,3%,
CCOC(=O)c1cc(-c2ccccc2)sc1NC(=O)c1ccc(OC)cc1,-3%,nt,nt,?,-3%,
CSc1nc(-c2ccccc2)c(-c2ccccc2)[nH]1,-10%,-4%,1.2%,-18%,-10%,
# (cont.)
SMILES,H37Rv inhibition,influenza NS1A,VEEV TC-83 Vero,M. tuberculosis,PhoP GFP inhibition,others
CC1CCc2c(sc3ncn(N)c(=N)c23)C1 (configuration not stated),4%,-8%,13%,16%,-5%,
C=CCNC(=O)/C(C#N)=C/c1c(N2CCN(c3ccccc3)CC2)nc2c(C)cccn2c1=O,-3%,-7%,1.8%,-4%,-2%,
COc1cc(C(=O)NC(=S)Nc2ccc(NC(=O)c3ccco3)cc2)cc(OC)c1OC,6%,7%,11%,33%,-1%,
CCNc1ccc(S(=O)(=O)C(F)(F)F)cc1NC(=O)C12CCC(CC1)C2,0%,-6%,i,3%,-16%,
O=c1cc(-c2ccccc2)n(S(=O)(=O)c2ccccc2)o1,6%,18%,0.2%,41%,-10%,
O=C(CCCOc1ccc(Cl)cc1Cl)NCC1CCCO1 (configuration not stated),-5%,-10%,0.2%,28%,-5%,
O=C(CN1C(=O)COc2ccccc21)Nc1ccc(N2CCOCC2)cc1,-5%,-2%,4.2%,-3%,-13%,
CN(C)C(=O)c1ccc(Oc2ccc(C(=O)N(C)C)cc2)cc1,-2%,-8%,i,-15%,8%,
COc1cccc(-c2csc(N3CCN(CC(=O)NNC(=O)c4ccc(Cl)cc4)CC3)n2)c1,5%,2%,i,0%,-8%,
COc1ccc(-c2[nH]c(-c3ccc(C)cc3)nc2SCC(=O)Nc2nccs2)cc1,-6%,4%,11%,26%,-20%,
COc1ccc(-n2c(Cc3cccn3C)nnc2SCC(=O)Nc2ccc(C)c(Cl)c2)cc1,-3%,6%,6.2%,19%,2%,
Nc1cccc(-c2nc3ccc(N)cc3s2)c1,-4%,-1%,7.3%,-3%,-20%,
